LmPK inhibitor: inhibitors of Leishmania mexicana pyruvate kinase; AID 1721; Potency, µM (top dose mostly 57.5 µM), inactives show top-dose activity change, negative = inhibition, most hits filed as inhibitors; Q27686; purified LmPK, Kinase-Glo ATP luminescence, 1 h; hit rate 0.37% among 290,000
Target sequence (Q27686 whole entry, looked up): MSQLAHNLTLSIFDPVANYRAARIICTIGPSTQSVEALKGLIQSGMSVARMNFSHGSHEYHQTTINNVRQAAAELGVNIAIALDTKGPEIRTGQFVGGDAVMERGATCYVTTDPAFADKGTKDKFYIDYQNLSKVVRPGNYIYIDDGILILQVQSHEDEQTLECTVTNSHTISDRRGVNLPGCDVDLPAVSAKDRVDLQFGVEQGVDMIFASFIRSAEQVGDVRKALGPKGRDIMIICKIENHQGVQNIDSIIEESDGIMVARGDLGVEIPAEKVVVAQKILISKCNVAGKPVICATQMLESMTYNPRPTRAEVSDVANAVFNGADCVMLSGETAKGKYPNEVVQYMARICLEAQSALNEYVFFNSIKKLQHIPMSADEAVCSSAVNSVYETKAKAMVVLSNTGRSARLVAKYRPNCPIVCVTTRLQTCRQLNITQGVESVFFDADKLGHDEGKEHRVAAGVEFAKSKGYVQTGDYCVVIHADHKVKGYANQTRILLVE
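Kinase-Glo luminescence read after 1 h RT reaction of 0.1 nM LmPK with 0.5 mM PEP and 0.1 mM ADP. Activity scaled between uninhibited and enzyme-free controls.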
Pf growth 48h: P. falciparum growth inhibition at 48 hours (one generation) | P. falciparum luciferase growth in erythrocytes, 48 h | Potency, µM (doses to about 28.7 µM), without a hit: top-dose activity change, negative = inhibition, actives largely listed as inhibitors | hit rate 5.9% among 310,000 | AID 504832
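Luciferase-expressing parasites in RBCs, 2% Hct / 0.1% parasitemia final; RPMI 1640 + 0.5% Albumax; 37 C, 5% CO2, one generation; luminescence read-out, lower signal = inhibition.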
TbPYK inhibitor: T. brucei pyruvate kinase inhibition | TbPYK enzyme, Kinase-Glo Plus ATP luminescence, 45 min | Potency, µM (titrated, usually from 76.8 µM), without a hit: top-dose activity, negative = inhibition, most hits filed as inhibitors | Q57TT1 | hit rate 0.12% among 410,000; note: nearly all actives have a fitted effect of over 50% in size
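Luminescent Kinase-Glo Plus end-point after 45 min room-temperature reaction of T. brucei pyruvate kinase started with 130 uM ADP (final). Buffer TEA 50 mM pH 7.2 with KCl, MgCl2, BSA, Tween-20; titration-based qHTS with fitted concentration-effect curves.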
HCV inh: inhibitors of hepatitis C virus infection; Huh7.5.1 HCVcc-Cre infection, luciferase reporter, 44 h; Potency, µM (doses to about 41.8 µM), inactives show at the top dose activity change, negative = inhibition, hits mostly inhibitors; hit rate 3.4% among 340,000
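HCVcc-Cre virus at an moi near 0.5 was added right after compound to cells cultured 4 h from seeding (1,000 cells/well). Luciferase activity was determined 44 h later, 15 min after substrate addition at RT.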
Sm TGR block: S. mansoni TGR enzyme inhibition | Potency, µM (highest dose often 114 µM), for inactives: at the highest dose activity change, negative = inhibition, usual class: inhibitors | Q962Y6 | purified TGR, DTNB reduction, TNB absorbance 405 nm | hit rate 3% among 360,000; note: nearly all actives have a fitted effect of over 60% in size
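First, TGR (20 nM dispensed) and NADPH were mixed with compound. Second, a 15 min room-temperature incubation followed. Third, further NADPH and then DTNB were added to start the reaction. Finally, TNB absorbance was monitored kinetically.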
Pf growth 96h: inhibits malaria parasite growth, 96 h; P. falciparum luciferase reporter growth, 96 h; Potency, µM (doses to about 28.7 µM), without a hit: at the highest dose activity change, negative = inhibition, most hits filed as inhibitors; hit rate 6.9% among 320,000
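Parasite growth measured via integrated firefly luciferase reporter in P. falciparum. Infected erythrocytes at 2% hematocrit, 0.05% parasitemia final were treated 96 hours at 37 C under 5% CO2, and luminescence was read.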
* hit, by the source's call; ? = inconclusive; / = no result given; & = joins results of further samples; [ ] = another dose, or the depositor's remark. Calls come from the whole dose curve; as a rule, active = well fitted curve in the direction sought with a large enough effect; inconclusive = small, poorly fitted or top-dose-only effect, or another doubt; inactive = no such curve, though single readings can be large; an effect the other way counts as inactive or inconclusive. % is set by controls: 0 for no effect and ±100 for the full control effect; potency is the fitted concentration of half-maximal effect. Compounds were not picked by outcome. Share with any hit: about 16%.

Values run as follows: LmPK inhibitor | Pf growth 48h | TbPYK inhibitor | HCV inh | Sm TGR block | Pf growth 96h
> COc1cc(NC(=O)CN(c2ccc(C)cc2)S(=O)(=O)c2c(C)n[nH]c2C)cc(OC)c1
→ 6% | ? | 0% | -9% | -1% | -15%
> CC(C)(C)NC(=O)C(c1ccc(F)cc1)N(C(=O)CCC(=O)Nc1ccccn1)C1CCCC1 (stereo unspecified)
→ -1% | ? | 5% | -4% | -14% | -15%
> COc1cc(Br)c(CNc2cc(C)ccc2C)cc1OC
→ -7% | ? | -6% | -21% | 10% | 15%
> Cc1ccc(O)c(-c2cc(-c3ccccc3F)[nH]n2)c1
→ -6% | ? | -5% | ? | 1% | /
> O=C(CN(c1ccccc1)S(=O)(=O)c1ccccc1[N+](=O)[O-])Nc1ccccc1C(=O)N1CCOCC1
→ 0% | -19% | -8% | 3% | -2% | 36%[activator]
> CC(=O)c1c(C(=O)O)c2ccccc2[nH]c1=O
→ -3% | -3% | 2% | 16% | -9% | 77%[activator]
> Cc1ccc(S(=O)(=O)N2CCCCC2)cc1C(=O)NCCC1=CCCCC1
→ / | ? | -2% | ? | 5% | ?
> O=C1CC(c2ccccc2)Cc2nc(NCc3ccco3)ncc21 (stereo unspecified)
→ 4% | -7% | -5% | ? | -6% | /
> COc1ccc(-n2cc3ccc([N+](=O)[O-])cc3n2)cc1
→ -1% | 161%[activator] | 1% | ? | 0% | 0%
> CCCN1C(=O)/C(=C/c2nc3ccccc3c(=O)[nH]2)c2cc(C)ccc21
→ 7% | ? | 4% | ? | 1% | ?
> N#Cc1ccc(-c2ccc(OCC(=O)NCCCN3CCCC3=O)cc2)cc1
→ -6% | 4% | -10% | -1% | -1% | -34%
> Cc1ccc(S(=O)(=O)N(C)CCCC(=O)Nc2cc(C)ccc2C)cc1
→ 5% | 13% | 2% | ? | 4% | -11%
> C/C(=N/NC(=O)c1ccn(C)n1)c1ccncc1
→ 1% | 145%[activator] | -12% | 15% | 9% | -6%
> CN(C)CCCNc1c2c(c(C#N)c3nc4ccccc4n13)CCC2
→ 1% | -11% | / | / | -4% | 13%
> O=C(NCc1cccnc1)c1ccc(CS(=O)(=O)c2ccc(Br)cc2)o1
→ 1% | / | -15% | ? | 0% | ?
> CN(CC(=O)Nc1ccc(Cl)c(C(F)(F)F)c1)C(=O)c1cn2ccccc2n1
→ / | 11% | -1% | ? | 1% | 8%
> O=C(NCCCc1ccccc1)c1cc(COc2ccc(F)cc2Cl)on1
→ -1% | 14% | 1% | -29% | 1% | -13%
> CC(C)CCNC(=O)C(NS(=O)(=O)c1ccc2c(c1)c(=O)n(C)c(=O)n2C)c1ccccc1 (stereo unspecified)
→ 5% | / | -2% | 13% | 4% | -49%
> CCc1nc(NCCC(C)C)c2nnn(Cc3ccccc3)c2n1
→ 1% | ? | -23% | ? | 8% | ?
> CC(C)NC(=O)c1ccc2c(c1)N(CC(=O)Nc1ccccc1F)C(=O)C(C)(C)O2
→ -2% | 14% | -16% | -21% | 6% | -3%
> CN(CC1CCOCC1)C(=O)CC1C(=O)NCCN1Cc1ccccc1F (stereo unspecified)
→ -6% | -11% | -8% | 1% | ? | -7%
> O=C(CSC1=NCCS1)Nc1ccc(S(=O)(=O)NC2CCCCC2)cc1
→ 7% | -92% | 1% | ? | -7% | /
> CCC(CC)NC(=O)/C=C/c1cccc([N+](=O)[O-])c1
→ -1% | -11% | 1% | 3% | -7% | -23%
> Cc1ccc(CN2CC(C(=O)Nc3cc(S(C)(=O)=O)ccc3Cl)CC2=O)cc1 (stereo unspecified)
→ 1% | 46%[activator] | 4% | 6% | -25% | -6%
> O=C(c1cccs1)N1CCN(C(=O)N2CCOCC2)CC1
→ -13% | 17% | 2% | 0% | 0% | -9%
> CCCOc1cccc(C2C(C(=O)c3cccs3)=C(O)C(=O)N2Cc2cccnc2)c1 (stereo unspecified)
→ 0% | ? | 0% | -1% | -7% | 33%[activator]
> O=C(/C=C/c1cccnc1)c1ccc(F)c(F)c1
→ -2% | 9% | 8% | 1% | 28µM* | 3%
> CCOc1ccc(NC(=O)CN(C)C(=O)CCC2CCCCC2)cc1OCC
→ / | ? | 6% | -8% | -2% | 15µM*
> Cc1cc(OC(C)C(=O)NCC2CCC(C(=O)O)CC2)c2c(C)cc(=O)oc2c1 (stereo unspecified)
→ -9% | -4% | 2% | 9% | -17% | -2%
> Fc1ccc(Nc2nc(-c3ccncc3)nc3ccccc23)cc1F
→ 7% | ? | 1% | 11µM* | -17% | ?
> COc1ccc(Oc2c(-c3ccc(O)cc3O)n[nH]c2C)cc1
→ 1% | 11% | -2% | -16% | 7% | 3%
> CCOc1ccccc1C(=O)OCC(=O)NCC1CCCCC1
→ / | 5% | -4% | -20% | ? | 6%
> COC(=O)c1ccc(CN2C(=O)NC(Cc3c[nH]c4ccccc34)C2=O)cc1 (stereo unspecified)
→ 4% | -1% | 6% | -19% | 3% | 9%
> O=C(Nc1ccccc1N1CCCCC1)c1ccc(Cl)c([N+](=O)[O-])c1
→ 3% | -26% | -14% | 13µM* | 2% | 6%
> CCCCNc1c2c3c(cccc3n(C)c1=O)C(=O)c1ccccc1-2
→ 0% | ? | 2% | ? | 7% | ?
> CC(C)CN(C(=O)CN1CC=C(c2ccccc2)CC1)c1c(N)n(CC(C)C)c(=O)[nH]c1=O
→ 0% | ? | 5% | 3.5µM* | -15% | ?
> O=S(=O)(NCc1ccccc1)c1cccc2cccnc12
→ -2% | -8% | 4% | -11% | -10% | /
> O=C(NCCc1c[nH]c2ccccc12)c1cc([N+](=O)[O-])cc([N+](=O)[O-])c1
→ 1% | 1% | 3% | -27% | -3% | 13%
> CC(C)CN1CCN=C1N(C)C
→ / | 4% | 1% | 8% | 2% | 99%[activator]
> CCn1c(=O)c(=O)[nH]c2cc(C(=O)Nc3ccc(S(=O)(=O)N4CCCC4)cc3)ccc21
→ 3% | ? | -7% | ? | -28% | 74%[activator]
> Cc1ccc(-c2nnc(NC3CCCC3)s2)cc1
→ -3% | 200%[activator] | -5% | 0% | 3% | -6%
> COc1ccc(CN2CCC(Cc3ccccc3)CC2)c(C)c1C
→ -2% | ? | -11% | ? | -7% | ?
> O=C(NC(=O)N1CCN(c2ccc(F)cc2)CC1)c1ccccc1
→ -7% | / | 4% | / | -2% | ?
> Cc1c(Cl)c(C(F)F)nn1CC(=O)NC1C(=O)N2C(C(=O)O)=C(CSc3nnnn3C)CSC12 (stereo unspecified)
→ 9% | -1% | -7% | 7% | 4µM* | 117%
> CC(C)Cc1n[nH]c(=O)[nH]1
→ -4% | 34%[activator] | 4% | 14% | 0% | ?
> CC1Cc2ccccc2N1C(=O)COC(=O)c1ccc(Cl)nc1 (stereo unspecified)
→ 2% | 40%[5.75 µM] | -5% | 15% | 1% | 8%
> c1cncc(-c2nnc(-c3cccnc3)nn2)c1
→ -27% | 2.6µM* | -19% | ? | -2% | ?
> CCCc1ccc(-c2cc(N)n[nH]2)cc1
→ 3% | / | -10% | -10% | 1% | 104%[activator]
> CCOc1ccc(/C=C2\SC(=S)N(CCC(=O)Nc3ccc(C(=O)O)cc3)C2=O)cc1
→ 9% | 8% | -5% | 0% | 2% | 0%
> CCOC(=O)c1cc2c(ccn2C)n1Cc1ccccc1Cl
→ 0% | -13% | 0% | ? | / | -28%
> COc1cc(/C=N/NC(=O)c2cccnc2)ccc1OC(=O)c1cc(OC)c(OC)c(OC)c1
→ -8% | 6% | -2% | -13% | -5% | 9%
> CN1/C(=C\C=O)C(C)(C)c2ccccc21
→ 5% | 2% | -2% | 6% | 21% | 5%
> COc1ccc(OC)c(NC(=O)Cc2ccc(NC3=NC4CS(=O)(=O)CC4S3)cc2)c1 (stereo unspecified)
→ 0% | 0% | -3% | -2% | 1% | 12µM*
> Cc1ccc(S(=O)(=O)N2CCC(C(=O)NCc3ccncc3)CC2)cc1
→ 1% | 2% | 1% | -9% | -9% | 94%[activator]
> O=C(CCc1nc2ccccc2[nH]1)NCc1ccc2c(c1)OCO2
→ -2% | 8% | -2% | -15%[8.37 µM] | -12% | -14%
> Cc1noc(C)c1COc1ccccc1C(=O)N1CCN(S(=O)(=O)c2ccccc2C(F)(F)F)CC1
→ / | 15µM* | -10% | -16% | 3% | ?
> COc1ccc(/C=C2\SC(=S)N(CCCC(=O)Nc3ccccn3)C2=O)cc1OC
→ -3% | ? | -3% | ? | -3% | ?
> O=C(COC(=O)c1cccc(F)c1)NC1CC1
→ -1% | 5% | 1% | 13% | 14% | 8%
> Cc1ccc(N2C(=O)CC(Sc3nccc(C)n3)C2=O)cc1 (stereo unspecified)
→ 0% | -11% | -3% | -1% | ? | -6%
> Cc1cc2cc(CN(Cc3ccco3)S(=O)(=O)c3c(C)ccc4nsnc34)c(=O)[nH]c2cc1C
→ 0% | ? | -3% | ? | 45µM* | 87%[activator]

5 records picked at random from the list so far, as already listed:
Values run as follows: LmPK inhibitor | Pf growth 48h | TbPYK inhibitor | HCV inh | Sm TGR block | Pf growth 96h
> CC(C)Cc1n[nH]c(=O)[nH]1
→ -4% | 34%[activator] | 4% | 14% | 0% | ?
> CCOC(=O)c1cc2c(ccn2C)n1Cc1ccccc1Cl
→ 0% | -13% | 0% | ? | / | -28%
> Cc1noc(C)c1COc1ccccc1C(=O)N1CCN(S(=O)(=O)c2ccccc2C(F)(F)F)CC1
→ / | 15µM* | -10% | -16% | 3% | ?
> Cc1ccc(S(=O)(=O)N2CCC(C(=O)NCc3ccncc3)CC2)cc1
→ 1% | 2% | 1% | -9% | -9% | 94%[activator]
> COc1ccc(OC)c(NC(=O)Cc2ccc(NC3=NC4CS(=O)(=O)CC4S3)cc2)c1 (stereo unspecified)
→ 0% | 0% | -3% | -2% | 1% | 12µM*

Other structures follow:
Values run as follows: LmPK inhibitor | Pf growth 48h | TbPYK inhibitor | HCV inh | Sm TGR block | Pf growth 96h
> CC(OC(=O)c1ccc(S(=O)(=O)N2CCCCC2)cc1)C(=O)Nc1ccc(C(N)=O)cc1 (stereo unspecified)
→ / | 6% | 5% | -6% | 1% | 18%
> COc1ccc(C(=O)COC(=O)C(CCSC)NC(=O)COc2ccccc2)cc1 (stereo unspecified)
→ / | 20% | -4% | 1% | -3% | -18%
> COc1cc(/C=N/NC(=S)NCCN2CCOCC2)cc(OC)c1O
→ -1% | 22% | -5% | ? | 2% | 2%
> Cc1ccc(NC(=O)NCCN2CCN(C(=O)Nc3ccc(C)cc3)CC2)cc1
→ 0% | ? | 0% | ? | 5% | ?
> CCOC(=O)c1c(NC(=O)CN2CCCc3ccccc32)sc(C(C)=O)c1C
→ 4% | -12% | -3% | ? | 0% | -21%
> Cc1cccc(N2CCN(S(=O)(=O)c3ccc4c(c3)CCCN4C(=O)C3CCC3)CC2C)c1 (stereo unspecified)
→ 14% | ? | 5%&3% | ? | 2%&8% | 21%
> O=c1[nH]c(O)c(C=Nc2ccc(Cl)c(C(F)(F)F)c2)c(=O)[nH]1
→ 2% | ? | 4% | 3% | -26% | 41%[activator]
> CCOc1cc(NC(=S)NCCCN2CCOCC2)c(OCC)cc1NC(=O)C1CCCCC1
→ -7% | 7% | -1% | -56% | -27% | 27%
> CC(C)(C)CC(C)(C)c1ccc(O)c(CN2CCN(CCC#N)CC2)c1
→ 0% | 1.7µM* | 8% | 1% | 1% | /
> Cn1nc([N+](=O)[O-])nc1Sc1ccc(Cl)cc1
→ -4% | ? | -2% | 4% | ? | -5%
> O=C(NN=C1CCCC1)NC1CCCCC1
→ 3% | 0% | 3% | 27% | 5% | -26%
> CCCOc1ccc(N2C(=O)CC(SCC(N)C(=O)OCC)C2=O)cc1 (stereo unspecified)
→ -5% | ? | -1% | 5% | ? | ?
> COc1ccc(CCC(=O)NNC(=O)Nc2ccccc2Cl)cc1
→ 4% | 3% | 4% | 10% | 0% | 46%[activator]
